LYP phosphatase: inhibitors of LYP phosphatase, biochemical, fluorescence intensity, uHTS (AID 1779) | Tyrosine-protein phosphatase non-receptor type 22 (Homo sapiens) | recombinant LYP phosphatase, fluorescence intensity; higher % means a stronger effect | one-dose inhibition, % at 11.5 µM; IC50 in µM for titrated hits | 290,000 compounds, 0.054% hits; in the data active = inhibition above about 50%;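 note: plate controls were vehicle with enzyme for no effect and no enzyme for full effect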
HIV fusion peptide: inhibitors of HIV fusion peptide binding, primary screen, biochemical, uHTS, fluorescence dequenching (AID 1986); cell-free peptide binding, fluorescence dequenching, 30 min; higher % means a stronger effect; inhibition, % at 20 µM, or IC50 in µM where a hit was titrated; 290,000 compounds, 0.3% hits; in the data active = inhibition mostly above about 52%, no sharp cut-off; inactive = mostly below about 76%; note: some results filed as inactive read as strong as hits
PhoP inhibition: inhibitors of PhoP regulon expression, primary screen, Salmonella Typhimurium, GFP reporter (AID 1863). S. Typhimurium PhoP-regulated promoter GFP reporter, 4 h; higher % means a stronger effect. one-dose inhibition, % at 50 µM; IC50 in µM for titrated hits. 300,000 compounds, 0.16% hits;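 active = inhibition over 29.93%, a cutoff 3 SD above the screen mean, later confirmed by dose response; inconclusive = inhibition over 29.93% but no dose response follow-up; inactive = inhibition at most 29.93% or unconfirmed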;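 note: 0% = low Mg2+ inducing control and 100% = high Mg2+ repressing control; strong numbers were not always called active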
NTR1 ag: agonists of NTR1, primary screen, imaging, U2OS cells, beta-arrestin-GFP, high content (AID 493036) | Neurotensin receptor type 1 (Homo sapiens), P30989 | NTR1-U2OS beta-arrestin-GFP spot imaging, agonist mode | activation, % at 20 µM | 330,000 compounds, 0.17% hits;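 active = activation at or above 40% of the spot to cytoplasm intensity ratio, with at least 20 cells analyzed; inconclusive = wells under 20 cells, flagged as cytotoxic or low count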;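 note: 0% = DMSO without peptide and 100% = 100 nM NTR1 peptide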
Target sequence (P30989 whole entry, looked up): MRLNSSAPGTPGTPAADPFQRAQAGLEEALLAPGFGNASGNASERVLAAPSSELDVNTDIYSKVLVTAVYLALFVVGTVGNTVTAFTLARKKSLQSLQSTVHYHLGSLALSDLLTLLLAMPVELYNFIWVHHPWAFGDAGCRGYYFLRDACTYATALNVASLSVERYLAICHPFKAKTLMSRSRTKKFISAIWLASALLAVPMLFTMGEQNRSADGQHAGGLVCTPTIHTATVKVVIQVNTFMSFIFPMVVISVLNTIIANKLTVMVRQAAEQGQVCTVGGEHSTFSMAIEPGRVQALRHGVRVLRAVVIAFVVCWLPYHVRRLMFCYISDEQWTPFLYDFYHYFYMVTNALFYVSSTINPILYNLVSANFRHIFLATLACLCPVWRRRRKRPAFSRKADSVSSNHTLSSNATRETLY
GPR55 LPI antagonism: GPR55 antagonists blocking LPI-driven arrestin recruitment, primary screen, imaging, U2OS, beta-arrestin-GFP, LPI agonist (AID 2013); inhibition, % at 10 µM, or IC50 in µM where a hit was titrated; G-protein coupled receptor 55 (Homo sapiens); 290,000 compounds, 0.13% hits; U2OS GPR55 beta-arrestin-GFP translocation imaging, LPI antagonism; higher % means a stronger effect;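 active = spots per cell inhibited over 60%, with over 100 cells counted and total cytoplasm intensity under 500,000; inconclusive = wells with under 100 cells, flagged as likely toxic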;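 note: U2OS cells stably carrying GPR55 and arrestin-GFP stimulated by 5 µM LPI near EC80; imaged beta-arrestin-GFP aggregate spots per cell after agonist stimulation; plate controls were LPI-stimulated DMSO wells for no effect and DMSO wells without LPI for full effect; some results filed as inactive read as strong as hits; confirmed hits need IC50 under 10 µM and bright autofluorescent wells are also inconclusive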
GPR35 arrestin U2OS: GPR35 antagonists blocking zaprinast-driven arrestin recruitment, primary screen, imaging, U2OS, beta-arrestin-GFP, zaprinast agonist (AID 2058). G-protein coupled receptor 35 (Homo sapiens). U2OS GPR35 beta-arrestin-GFP translocation imaging, zaprinast antagonism; higher % means a stronger effect. one-dose inhibition, % at 10 µM; IC50 in µM for titrated hits. 290,000 compounds, 0.052% hits;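 active = inhibition of at least 50% with at least 30 cells and total cytoplasm GFP at most 10,000,000; inconclusive = under 30 cells or total GFP of 10,000,000 plus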
SIAH1 antagonists: Siah-1 peptide-binding antagonists, primary screen, biochemical, fluorescence polarization, rhodamine-plectin, uHTS (AID 1817) | E3 ubiquitin-protein ligase SIAH1 (Homo sapiens) | Siah-1 / rhodamine-plectin peptide fluorescence polarization; higher % means a stronger effect | displacement, % at 20 µM, or IC50 in µM where a hit was titrated | 290,000 compounds, 0.02% hits;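 active = displacement of at least 50% at 20 µM, with a fluorescence ratio check between 0.3 and a set limit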;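 note: plate controls were Siah plus tracer with DMSO for no effect and tracer alone without Siah for full effect; strong numbers were not always called active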
Rac1 GTP hydrolysis: MgcRacGAP GTPase-activating activity inhibitors, confirmation, biochemical, ADP Hunter fluorescence; Rac GTPase-activating protein 1 (Homo sapiens); MgcRacGAP-stimulated Rac1 GTP hydrolysis, ADP Hunter fluorescence; higher % means a stronger effect; GST-tagged Rac1 F28L mutant substrate; inhibition, % at 30 µM, or IC50 in µM where a hit was titrated; 340,000 compounds, 0.6% hits; AID 624330, 2012;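 active = first-screen hits whose inhibition reached a set limit at any dose in the follow-up dose series; inconclusive = inhibition above the set first-screen limit but never retested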;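 note: fluorescence reports GDP produced by GAP-driven GTP hydrolysis; strong numbers were not always called active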
Myeloid diff MLP: induction of myeloid progenitor differentiation, primary screen, cell-based, flow cytometry, MLPCN library; ER-HoxA9 myeloid progenitors, lysozyme-GFP differentiation; calls only at 10 µM; 360,000 compounds, 1% hits; AID 624256, 2012;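 active = normalized GFP-positive differentiation at or above the plate's own cutoff, the solvent-only control mean plus 3 SD; inconclusive = no clear call, values can overlap the other calls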;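 note: cells exposed to compound for four days before flow analysis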
NTR1 ag cell count 20 µM: further read-out of NTR1 ag, marked with its call; cell count; measured here: cell count, cytotoxicity flag
Myeloid diff MLP GFP+ MAC1+ %: further read-out of Myeloid diff MLP, marked with its call; GFP+ MAC1+ double positive, %; measured here: differentiation confirmed by MAC1 staining
* hit, by the source's call; i = inactive; ? = inconclusive; nt = no result given; + = active, no number.

SMILES	LYP phosphatase	HIV fusion peptide	PhoP inhibition	NTR1 ag	NTR1 ag cell count 20 µM	GPR55 LPI antagonism	GPR35 arrestin U2OS	SIAH1 antagonists	Rac1 GTP hydrolysis	Myeloid diff MLP	Myeloid diff MLP GFP+ MAC1+ %
O=S(=O)(c1ccc(NCc2ccccc2)cc1)N1CCOCC1	-8%	0.6%	3%	0.1	53	20%	-4%	10%	5%	i	1.2
COc1ccc2oc(-c3ccccc3)c(C(=O)N(C)C)c2c1	-10%	-0.2%	-3%	1.0	62	-4%	-5%	2%	-1%	i	0.3
COc1ccc(NC(=S)Nc2ccc(S(N)(=O)=O)cc2)c(OC)c1	-4%	-0.4%	-3%	0.7	51	6%	-6%	6%	6%	i	0.6
Cn1cc(Br)c(C(=O)NC(=S)Nc2ccc(S(N)(=O)=O)cc2)n1	-3%	0.6%	1%	2.3	50	1%	-4%	1%	5%	i	0.3
C=CCn1c(=N)c(S(=O)(=O)c2ccc(C)c(C)c2)cc2c(=O)n3ccccc3nc21	-30%	73%	-20%	4.6	53	-10%	13%	0%	0%	i	4.3
Cc1ccc(N2CC(O)Cn3c2nc2c3c(=O)n(C)c(=O)n2C)cc1 (centres undefined)	-4%	0.5%	4%	-0.3	95	3%	-9%	12%	5%	i	0.5
Cc1ccc(C(C(=O)NC2CCCCC2)N(CC2CCCO2)C(=O)CCCC(=O)Nc2ccccn2)cc1 (centres undefined)	-10%	0.6%	5%	0.0	43	-4%	-8%	-4%	6%	i	0.9
COC(=O)CSc1nc(C)c(C(C)=O)cc1C#N	3%	-1.5%	1%	0.0	58	4%	-11%	0%	1%	i	2.4
Cc1cc(Cl)c(S(=O)(=O)NCc2ccccc2)cc1OCC(N)=O	-6%	1.9%	3%	-1.5	89	13%	4%	1%	10%	i	0.8
O=S(=O)(NNc1cccc(Cl)n1)c1ccc(Cl)cc1	-5%	-1.4%	nt	0.9	44	-6%	-9%	3%	7%	i	1.5
O=c1c2ccccc2nc(SCc2cc(=O)n3ccsc3n2)n1CCCO	-1%	1.2%	-10%	nt	nt	39%	-2%	1%	nt	nt	nt
CCn1c(-c2ccccc2)csc1=Nc1ccc(O)cc1	2%	-1.4%	6%	-0.2	83	11%	5%	0%	32µM*	+	0.7*
O=C(CCCn1c(=S)[nH]c2ccccc2c1=O)NC1CCCCC1	-8%	1.4%	7%	-0.3	82	9%	13%	-3%	5%	i	1.3
Cc1cc(C)c(C#N)c(SCC(=O)Nc2ccc(S(=O)(=O)Nc3onc(C)c3C)cc2)n1	-9%	8.3%	5%	-1.4	53	5%	-9%	4%	3%	i	2.0
O=C(CSC1=NS(=O)(=O)c2ccccc2N1)Nc1nccs1	nt	nt	4%	-0.9	78	nt	nt	nt	0%	i	0.8
COC(=O)c1c(NC(=O)c2ccco2)sc2c1CCC2	-2%	4.3%	7%	6.7	60	2%	7%	-1%	16%	i	0.5
COc1ccc(-n2nc([N+](=O)[O-])c(=NCCc3ccc(C)cc3)n2O)cc1	0%	-2.0%	-6%	-1.5	100	10%	-14%	-2%	12%	i	0.2
C/C(CC1CC(C)OC1=O)=N\NC(N)=S (centres undefined)	-7%	-2.9%	0%	-0.2	72	-2%	11%	2%	5%	i	0.8
COc1ccc(CCNC(=O)c2cc(=O)c3cc(C)ccc3o2)cc1	-12%	-2.6%	3%	0.7	44	8%	-11%	0%	5%	i	1.0
Cc1ccc(-c2cc(C(=O)OCC(=O)N(C)C3CCS(=O)(=O)C3)c3ccccc3n2)c(C)c1 (centres undefined)	-2%	-1.1%	4%	-0.7	61	1%	-8%	-3%	13%	i	0.6
O=[N+]([O-])c1ccc(C(O)C(CO)NC(=S)Nc2ccccc2)cc1 (centres undefined)	-5%	1.4%	-10%	1.2	58	-6%	4%	2%	1%	i	0.3
O=C(CSc1nnc(Cc2ccccc2)o1)NC1CCCCC1	-6%	-0.5%	3%	0.1	44	3%	7%	-7%	3%	i	5.6
CCCCCCN(C(=O)CCCCCN1C(=O)NC(c2ccc(-c3ccccc3)cc2)C(C(=O)OCc2ccccc2)=C1C)C(C(=O)NCCCC)c1ccc(O)c(C(=O)OC)c1 (centres undefined)	-7%	-0.3%	-5%	0.6	50	-2%	0%	2%	nt	nt	nt
CC(C)[C@@H]1NC(=O)c2cc([N+](=O)[O-])cc(F)c2NCCC[C@@H](C(N)=O)NC(=O)[C@H](CO)NC1=O	-2%	2.5%	5%	nt	nt	-4%	-1%	-8%	nt	nt	nt
CCOC(=O)c1[nH]ncc1CN1CCCC(C(=O)c2ccc(OC)c(OC)c2)C1 (centres undefined)	0%	-0.6%	6%	-0.1	49	18%	2%	2%	6%	i	0.2
CCOc1ccc(Nc2nc3cc(S(=O)(=O)CC)ccc3o2)cc1	-2%	-1.2%	-5%	3.9	43	16%	6%	-3%	14%	i	0.4
C/C=C/c1ccc(OCCCNCC(C)O)c(OC)c1 (centres undefined)	-4%	-0.8%	-3%	-0.2	47	-5%	-24%	4%	-10%	i	0.9
COCCCNC(=O)/C=C/c1ccc(Cl)cc1	-5%	-5.0%	6%	-0.4	52	-7%	-7%	-1%	6%	i	2.9
O=c1cc(-c2ccccc2)nc2nc[nH]n12	-4%	-2.0%	-29%	0.3	76	9%	4%	0%	4%	i	0.7
COc1ccc(-c2nnc(SCc3cc(C)cc(C)c3)o2)cc1	-2%	-1.3%	2%	4.7	45	-3%	-9%	-1%	4%	i	1.7
CCc1cc(Cn2nc(-c3ccccc3)cc2C(=O)NCc2ccccc2OC)on1	nt	nt	-3%	-2.2	98	nt	nt	nt	-3%	i	1.7
CCc1nnc(NC(=O)CSc2nc(C)c3c(c2C#N)CCCC3)s1	-5%	1.1%	0%	2.2	45	7%	-2%	-1%	6%	i	5.1
CCNC(=O)/C(=C/c1cccc([N+](=O)[O-])c1)NC(=O)c1ccc(C)cc1	-7%	-0.3%	3%	-1.3	79	6%	-3%	8%	-1%	i	0.3
COc1ccccc1N1CCN(C(=O)C2CCN(S(=O)(=O)c3ccc(C)cc3)CC2)CC1	-4%	-1.3%	-6%	2.8	32	14%	10%	28%	-2%	i	0.1
COc1cccc(NC(=O)CN2CCN(c3nc(-c4cccc(OC)c4)cs3)CC2)c1	0%	0.1%	-8%	-1.3	75	-7%	-16%	-4%	4%	i	1.3
CC(=O)c1ccc(N2CCN(C(=O)Cc3ccccc3)CC2)c(F)c1	-4%	-0.7%	-6%	-0.5	85	4%	-9%	-2%	4%	i	0.5
CC(C)CN1C=C2C(=O)C(C)(OC(=O)CCc3ccccc3)C(=O)C=C2C=C1c1ccc(C#N)cc1 (centres undefined)	-8%	4.7%	6%	-1.2	61	9%	13%	4%	6%	i	1.0
CCN(CC)S(=O)(=O)c1cccc(C(=O)Nc2nncs2)c1	-11%	3.2%	-4%	-1.4	40	2%	-16%	2%	-9%	i	21
Cc1cc(C(=O)NNC(=S)Nc2ccccc2C)cs1	-2%	-1.5%	-5%	1.2	64	7%	4%	0%	4%	i	1.0
CCOc1ncccc1C(=O)Nc1cccc(-c2nc3cccnc3s2)c1	-1%	0.8%	-3%	8.2	64	-11%	-10%	14%	-8%	i	0.2
CC(=O)N1CCN(c2cccc(C)c2C)CC1	-4%	2.2%	0%	0.4	77	2%	-9%	3%	2%	i	0.8
CC(=O)Nc1ccc(Nc2ncc([N+](=O)[O-])c(Nc3ccc(NC(C)=O)cc3)n2)cc1	-3%	-3.0%	-8%	2.4	52	-9%	20%	-2%	5%	i	0.4
Cn1c(=NC(=O)CS(=O)(=O)c2ccccc2)sc2cc([N+](=O)[O-])ccc21	nt	nt	-7%	-1.3	51	nt	nt	nt	1%	i	1.0
CC(C)c1c(O)nc(SCc2ccc(F)cc2)[nH]c1=O	-10%	-0.1%	4%	-0.3	58	10%	-10%	6%	10%	i	0.3
CN(C)/C=C(\C#N)S(=O)(=O)c1ccc(Cl)cc1	-7%	1.2%	-8%	-2.0	41	6%	-3%	5%	nt	i	1.2
Cc1nc(CSc2nnc3scc(-c4ccccc4)n23)cs1	-14%	-2.6%	22%	0.6	96	10%	-7%	-3%	3%	i	1.1
CC1CCCC(C)N1C(=O)COC(=O)Cn1cnc2c1c(=O)n(C)c(=O)n2C (centres undefined)	nt	nt	-9%	-1.1	44	nt	nt	nt	-2%	i	1.2
CCn1ccnc1CN(C)C(=O)C1CCC(=O)N(Cc2cccc(F)c2)C1 (centres undefined)	-8%	-0.4%	9%	0.1	51	-1%	-20%	1%	-8%	?	nt
COc1ccccc1N1CCN(S(=O)(=O)c2cc(-c3cc(C)no3)ccc2C(C)C)CC1	-5%	-1.0%	-6%	0.7	56	-10%	7%	-2%	19%	i	11
CCOC(=O)c1sc2nc3c(cc2c1N)COC(C)(C)C3	-3%	0.1%	14%	1.0	49	3%	5%	-2%	4%	i	0.8
CC(=O)N1CCc2cc(S(=O)(=O)Nc3ccc(C)cc3C)ccc21	-7%	-0.9%	-3%	0.2	56	12%	10%	-1%	9%	i	0.8
CCN(c1ccccc1)S(=O)(=O)c1cccc(C(=O)NCc2ccncc2)c1	nt	nt	-5%	1.2	76	nt	nt	nt	5%	i	0.6
CCOc1ccc(NC(=S)N2CCC(NC(=O)C3CCCCC3)CC2)cc1	-1%	-1.0%	5%	-0.8	35	8%	17%	-1%	4%	i	0.9
Cc1ccc(C)c(Cc2c(C)nc3c(C(=O)N4CCOCC4)cnn3c2C)c1	1%	-0.1%	9%	-0.1	58	-16%	5%	-4%	4%	i	0.7
COc1ccc(-c2nn(CC(=O)NCCc3ccccc3)c(=S)n2C)cc1	1%	-1.8%	0%	0.9	77	5%	-6%	0%	6%	i	0.1
O=c1nccc(Nc2ccccc2)[nH]1	-4%	1.8%	-6%	-0.5	77	12%	3%	0%	5%	i	0.2
